# Source: PubChem BioAssay
# Mac1 fbg enh: CD11b/CD18-fibrinogen binding enhancement. P05107+P11215. 93,000 compounds, 0.07% hits. K562 CD11b/CD18 adhesion to fibrinogen, ATPlite luminescence. activation, % at 10 µM;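 active means 10 µM primary screen giving 50% or more activity, confirmed by 40% or more on retest at that dose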; further: strong numbers were not always called active; reference of the scale not given here
# Target sequence (P05107 whole entry, looked up, other chains not shown): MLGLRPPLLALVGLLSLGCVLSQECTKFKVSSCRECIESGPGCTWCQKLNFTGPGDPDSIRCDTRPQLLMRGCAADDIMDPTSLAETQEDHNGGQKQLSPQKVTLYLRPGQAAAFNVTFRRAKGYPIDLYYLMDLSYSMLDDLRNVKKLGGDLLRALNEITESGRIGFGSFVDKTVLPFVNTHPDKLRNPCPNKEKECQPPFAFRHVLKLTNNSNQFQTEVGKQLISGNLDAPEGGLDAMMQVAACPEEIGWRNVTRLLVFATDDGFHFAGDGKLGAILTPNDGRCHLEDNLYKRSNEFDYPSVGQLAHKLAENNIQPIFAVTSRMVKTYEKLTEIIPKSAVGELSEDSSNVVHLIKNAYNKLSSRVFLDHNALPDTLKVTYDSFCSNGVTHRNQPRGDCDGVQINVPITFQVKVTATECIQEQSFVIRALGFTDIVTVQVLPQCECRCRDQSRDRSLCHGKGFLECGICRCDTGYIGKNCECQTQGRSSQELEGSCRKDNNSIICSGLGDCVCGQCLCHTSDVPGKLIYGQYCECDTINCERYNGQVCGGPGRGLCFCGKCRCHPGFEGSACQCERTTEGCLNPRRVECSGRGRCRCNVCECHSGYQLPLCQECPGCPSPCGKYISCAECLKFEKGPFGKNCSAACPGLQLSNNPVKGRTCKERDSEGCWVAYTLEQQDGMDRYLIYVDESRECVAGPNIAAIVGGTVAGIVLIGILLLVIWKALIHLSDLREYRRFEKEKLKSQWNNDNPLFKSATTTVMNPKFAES
# Mac1 fbg inh: inhibitors of human CD11b/CD18 binding to fibrinogen; P05107+P11215; K562 CD11b/CD18 adhesion to fibrinogen, ATPlite luminescence; Mn2+ added to activate the integrin; inhibition, % at 10 µM; 93,000 compounds, 0.54% hits; AID 1497;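 active means primary inhibition of 50% or more at 10 µM, then 40% or more on retest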; further: some results filed as inactive read as strong as hits
# * marks the source's active call; other numbers are inactive results. An excerpt (hit frequency here may not be typical).
# Order of results – Mac1 fbg enh, Mac1 fbg inh
> COc1ccc(-n2nnnc2SCC(=O)NNC(=O)c2ccc([N+](=O)[O-])cc2)cc1
  2.3, -17.5
> Cc1ccc(CSc2nnc(C)c(=O)n2N)cc1
  8.2, -16.8
> CCOC(=O)c1c(NC(=O)C(=O)N/N=C/c2ccccc2OC)sc2c1CCCCC2
  10.5, -6.3
> CCc1ccc(N2NC(=O)/C(=C/C=C/c3ccco3)C2=O)cc1
  -2.3, 7.6
> CN1CCc2c(OCC(=O)N3N=C(c4cccs4)CC3c3ccc(F)cc3)cccc2C1=O (centres undefined)
  12.7, -17.7
> COc1ccc2c(CC(=O)NC3CCCc4ccccc43)coc2c1 (centres undefined)
  -3.0, -0.9
> Cc1ccc2occ(/C=N/NC(N)=S)c(=O)c2c1
  9.2, 21.1
> CCc1cccc(CC)c1NC(=O)COn1nnc2ccc(C(F)(F)F)cc21
  0.4, 0.2
> CCCN1CNC(=S)N(Cc2ccccc2)C1
  -1.6, -16.6
> CCOCCCNC(=S)N1CCN(C(=O)C(=O)Nc2ccc(C(=O)OC)cc2)CC1
  1.1, -8.9
> Cc1cc(C)cc(C(=O)NC(=S)Nc2ccc3c(c2)OCCO3)c1
  -2.8, -1.9
> O=C(NC(NC(=S)Nc1ccccc1O)C(Cl)(Cl)Cl)c1ccco1 (centres undefined)
  4.4, 2.4
> COc1ccccc1/C=C(/CC(=O)NCc1ccccc1)c1nc2ccccc2s1
  29.8, 7.8
> Cc1cccc(C(C)C)c1NC(=O)COC(=O)Cc1ccsc1
  2.0, -13.6
> O=C(Nc1ncc(Cc2ccccc2Cl)s1)c1ccc(-c2cccc([N+](=O)[O-])c2)o1
  6.9, 10.0
> CCCCN=C1NC(=O)C(CC(=O)NCCc2ccc(OC)cc2)S1 (centres undefined)
  -1.0, 21.9
> O=C1CCCC(O)=C1N=Nc1ccc2c(c1)OCO2
  -0.1, 4.6
> Cc1ccc(C(C(=O)NCc2ccccc2)N(Cc2cccs2)C(=O)c2ccc3c(c2)OCCO3)cc1 (centres undefined)
  -2.7, 6.1
> O=C(N/N=C1\CCc2ccccc21)c1ccccc1O
  -0.1, 34.7
> Fc1ccc(CNC(=S)Nc2ccc(Cl)cc2Cl)cc1
  -1.4, -0.3
> CC(=O)c1ccc(OCC(C)C)c(Cc2c(O)nc(N)[nH]c2=O)c1
  -1.5, 1.3
> CCCNC(=O)C/C(C)=N/NC(=O)COc1ccc(C)cc1Br
  -2.2, 3.0
> Cc1ccc(-n2c(N)c(C(=O)Nc3c(C)n(C)n(-c4ccccc4)c3=O)c3nc4ccccc4nc32)cc1
  72.7, 17.7
> COc1cc(OC)c(C2CC(=O)N3CN(c4ccccc4C)CSC3=C2C#N)cc1OC (centres undefined)
  9.9, -9.2
> Cc1ccc(NC(=O)C(c2ccc(Cl)cc2Cl)N2CCCC2)cc1 (centres undefined)
  -4.9, -1.4
> CC1(C)CSC(=NCc2ccccc2)N1C(=O)c1cccc([N+](=O)[O-])c1
  -3.8, -5.8
> Cc1cccc(C(=O)Nc2ccc(NC(=O)Cc3ccc(Cl)cc3)cc2)c1
  63.8, -7.4
> CCn1c(SCc2ccc([N+](=O)[O-])cc2)nnc1C(C)NC(=O)c1ccc(C)cc1 (centres undefined)
  -1.8, 13.1
> O=C(CNc1cccc2ccccc12)c1ccc([N+](=O)[O-])cc1
  60.9, 7.5
> O=C(CSc1nc2ccccc2c(=O)n1-c1ccc(F)cc1)Nc1ccc(N2CCOCC2)cc1
  8.3, -3.0
> O=C(Nc1cccc(Oc2ccc3c(c2)C(=O)NC3=O)c1)c1cccs1
  -3.3, 31.2
> Cc1cc(C(=O)NC(=S)Nc2ccccc2N2CCCC2)ccc1[N+](=O)[O-]
  22.3, 3.4
> Cc1ccn2c(NC(=O)c3cccs3)c(-c3ccccc3)nc2c1
  -0.8, 3.7
> Cc1ccc(Cc2cnc(N3C(=N)SC(c4ccccc4)C3=O)s2)cc1 (centres undefined)
  3.1, -0.2
> O=C(NC1CCCc2ccccc21)c1ccc(Br)cc1 (centres undefined)
  1.5, -0.6
> COC(=O)c1c(NC(=O)CN2C(=O)C(=O)N(CC(C)C)C2=O)sc2c1CCCCC2
  14.2, 2.7
> COc1ccc(/C=N\NC(=O)c2ccc(=O)[nH]n2)cc1O
  2.8, -11.7
> O=C(CC(Nc1ccc(F)cc1)C(=O)OCC(=O)c1cccs1)c1ccccc1 (centres undefined)
  10.3, -2.6
> NC(=S)N=Nc1c(O)n(Cc2ccc(Br)cc2)c2ccccc12
  12.7, -9.0
> COc1ccc(CNc2nc(SCc3cc(=O)n4cc(Cl)ccc4n3)nc3ccccc23)cc1
  12.9, 6.4
> COc1ccc2sc(SCCCS(=O)(=O)O)[n+](CCCS(=O)(=O)[O-])c2c1
  -0.9, -3.2
> CCOc1ccc(N2C(=O)/C(=C/c3ccco3)N(C)C2=S)cc1
  46.3, 7.8
> COc1cc2nc(/C=C/c3ccc(N(C)C)cc3)sc2cc1SC
  24.0, 16.2
> CCC(C)NC(=O)Cn1c(COc2ccc(Cl)cc2Cl)nc2ccccc21 (centres undefined)
  1.6, 10.4
> Cc1ccc(C(=O)NC(C)c2ccc(F)cc2)cc1 (centres undefined)
  2.8, -0.5
> Cc1ccc(S(=O)(=O)N2CCN(CC(=O)N/N=C\c3cccnc3)CC2)cc1
  1.8, -11.0
> Cc1ccc(-n2c(SCC(=O)N3c4ccccc4Sc4ccccc43)nnc2-c2ccncc2)cc1
  7.2, 15.0
> COc1ccc(-c2nc(CSCC(=O)NCc3ccc4c(c3)OCO4)c(C)o2)cc1OC
  -4.8, 5.5
> COc1cccc(NC(=O)c2cc([N+](=O)[O-])ccc2NCc2cccnc2)c1
  5.4, -8.4
> COc1ccc(Nc2nc(N)nc(CSC(=S)N3CCC(C)CC3)n2)cc1
  2.4, 29.7
> Cc1cccn2c(=O)c(/C=C(\C#N)C(=O)NCc3ccco3)c(N3CCCC(C)C3)nc12 (centres undefined)
  2.6, 18.3
> CCOC(=O)C1=C(C)Nc2ncnn2C1c1cc(Br)ccc1F (centres undefined)
  9.1, 6.9
> Nc1c(C(=O)Nc2ccc(S(=O)(=O)N3CCCC3)cc2)sc2nc3ccc(OC(F)(F)F)cc3cc12
  -1.8, -16.2
> O=C(CCCCCN1C(=O)c2ccccc2C1=O)Oc1ccc2c3c(c(=O)oc2c1)CCC3
  -5.4, 15.0
> O=C(NC(=S)NC(=O)c1ccccc1F)c1ccccc1F
  -0.2, 7.1
> CC(=O)N1CCCc2cc(S(=O)(=O)Nc3ccc4c(c3)OCO4)ccc21
  1.3, -23.4
> Cc1c(Cl)c(-c2n[nH]c(=S)n2-c2ccccc2)nn1C
  2.6, 44.1
> CCOP(=O)(OCC)C(NC(=O)Nc1ccc(Cl)cc1)c1ccccc1 (centres undefined)
  4.3, -3.5
> CC(C)C(=O)Nc1nnc(SCC(=O)Nc2ccc3c(c2)OCO3)s1
  -5.3, -3.6
> CCN(CC)c1ccc(C(=O)O)cc1
  -0.6, -7.6

# Remaining list, next part
# Order of results – Mac1 fbg enh, Mac1 fbg inh
> CC(=O)Nc1ccc(Oc2cnccn2)cc1
  5.3, -1.2
> O=C(NCCCc1ccccc1)Nc1cccc(Cl)c1
  -10.3, 93.6
> Cc1cccc(C(c2c(C)nn(-c3ccccc3)c2N)c2c(C)nn(-c3ccccc3)c2N)c1
  -0.5, -0.2
> O=C(O)/C(=C\c1ccccc1Cl)c1ccc(S(=O)(=O)N2CCCCC2)s1
  1.2, 5.7
> O=C(NCCN1CCCC1)c1cc(-c2ccncc2)nc2ccc(S(=O)(=O)N3CCOCC3)cc12
  1.0, -24.4
> CCOC(=O)c1cnc2c(-c3cccc(Br)c3)cnn2c1C
  4.9, 1.2
> CCc1nnc(NC(=O)CSc2nc(-c3ccccc3)c(-c3ccccc3)o2)s1
  -4.1, -21.2
> O=c1c(Cl)c(N2CCN(c3ccc(F)cc3)CC2)cnn1-c1nc2ccccc2s1
  12.8, -1.2
> O=[N+]([O-])c1ccc2nc(SCc3cn4cc(Cl)ccc4n3)[nH]c2c1
  3.4, 30.6
> O=C(OCC(=O)N1CCCc2ccccc21)c1cccc(S(=O)(=O)N2CCc3ccccc32)c1
  2.4, 8.4
> Cc1cc(C)cc(C(=O)Oc2coc(CSc3nnc(NC(=O)C4CC4)s3)cc2=O)c1
  5.5, 17.8
> N=C1/C(=C\c2ccc(-c3cc(Cl)cc(Cl)c3)o2)C(=O)N=C2SC=C(c3ccccc3)N12
  139.8, -15.7
> CCCC(=O)Nc1ccc(Cl)c(NC(=S)NC(=O)c2cc3ccccc3o2)c1
  -0.2, 27.9
> COc1ccc(/C=C(/C#N)C(=O)Nc2ccccc2C)cc1C(=O)O
  -1.9, 8.5
> COc1cc(C(=S)N2CCOCC2)ccc1OC(=O)c1cc([N+](=O)[O-])cc([N+](=O)[O-])c1
  -0.9, -1.1
> Cc1ccc(OCC(=O)NCC(=O)Nc2ccc(F)c(F)c2F)c([N+](=O)[O-])n1
  -0.7, 5.2
> O=C(COC(=O)/C=C/c1cccc(Cl)c1)NCCc1ccc(Cl)cc1Cl
  -1.1, 14.4
> Cn1nc(CC(=O)Nc2ccc3c(c2)OCCO3)c2ccccc2c1=O
  -11.5, 95.7*
> O=C1N/C(=N/S(=O)(=O)c2ccccc2)S/C1=C/c1cccnc1
  2.6, -15.6
> COc1ccc(N2C(=O)C(Cl)=C(Nc3c(C)n(C)n(-c4ccccc4)c3=O)C2=O)cc1
  -5.6, -3.7
> O=C(NNC(=O)c1cccnc1)Nc1ccc([N+](=O)[O-])cc1
  -0.3, 18.2
> Cc1ccc(C(=O)COc2ccccc2N2C(=O)c3ccccc3C2=O)cc1
  -0.2, 8.4
> CC(c1ccccc1)n1c(SCC(=O)N2CC(=O)Nc3ccccc32)nc2ccccc2c1=O (centres undefined)
  2.0, 2.9
> CCOc1ccc(C(NC(=O)/C=C/c2ccco2)c2ccc(OC)c(OC)c2)cc1 (centres undefined)
  12.0, 0.4
> CN(C)c1ccc(NS(=O)(=O)c2cc(Cl)ccc2Cl)cc1
  -0.7, 1.5
> CCOC(=O)c1cc(-c2ccccc2)sc1NC(=O)CSc1nncs1
  0.2, -1.0
> COc1ccc(N(C)C(=S)Nc2ccc3nc(C)c(C)nc3c2)cc1
  -1.0, -5.6
> CCOC(=O)C(Oc1ccc2c(-c3ccccc3)cc(=O)oc2c1C)c1ccccc1 (centres undefined)
  -5.9, 9.7
> O=C(c1cnn(-c2ccccc2)c1)c1ccccc1O
  -0.4, 2.2
> COc1cc2c(cc1NC(=O)COC(=O)[C@@H](NC(=O)c1ccccc1F)C(C)C)oc1ccccc12
  1.3, 6.1

# 4 records drawn at random from the list so far, as already listed:
# Order of results – Mac1 fbg enh, Mac1 fbg inh
> CCCC(=O)Nc1ccc(Cl)c(NC(=S)NC(=O)c2cc3ccccc3o2)c1
  -0.2, 27.9
> O=C(c1cnn(-c2ccccc2)c1)c1ccccc1O
  -0.4, 2.2
> CC(=O)Nc1ccc(Oc2cnccn2)cc1
  5.3, -1.2
> CC(c1ccccc1)n1c(SCC(=O)N2CC(=O)Nc3ccccc32)nc2ccccc2c1=O (centres undefined)
  2.0, 2.9

# (cont.)
mol | Mac1 fbg enh | Mac1 fbg inh
Cc1ccccc1NC(=O)c1ccc(Nc2c([N+](=O)[O-])cc([N+](=O)[O-])c3ccccc23)cc1 | 0.6 | 73.6
CCOC(=O)c1c(NC(=S)NCCc2ccccc2)sc2c1CC(C(C)C)OC2 (centres undefined) | -5.3 | -30.3
COc1ccccc1N1CCN(C(=O)c2ccc3[nH]c4c(c3c2)CCCC4)CC1 | 5.9 | 12.4
COc1cc(CC(=O)NNC(=O)c2cc(C)oc2C)cc(OC)c1OC | -2.7 | -6.1
COC(=O)C(C)(C)ONC(=O)Nc1ccccc1 | 3.2 | -7.3
CN(C1=C(NC(=O)c2ccc(Cl)cc2)C(=O)c2ccccc2C1=O)c1ccccc1 | 0.7 | 20.9
Cc1ccc(/C=N/NC(=O)CNC(=O)Cc2ccccc2)o1 | 2.0 | -6.0
Cc1ccc(NN=C2c3ccccc3-c3ccccc32)cc1 | 0.6 | 3.0
O=C(Cc1cc(=O)[nH][nH]1)N/N=C/c1ccccc1Cl | -1.6 | 24.5
O=C(NNc1cc(N2CCOCC2)nc(N2CCOCC2)n1)c1ccc(Cl)cc1Cl | 1.2 | 18.5
COc1ccc(C2c3c(C)nn(-c4ccccc4)c3NC(=O)N2c2ccccc2)cc1 (centres undefined) | -1.5 | 2.6
CCc1sc(C(=O)Nc2cccc(C(C)=O)c2)cc1C | 1.1 | 1.5
COc1ccc(CCNc2cc(C)nc3c(-c4ccccc4)c(C)nn23)cc1OC | -0.9 | 25.2
S=C(NCCc1ccccc1)N1CCN(Cc2ccc(Cl)c(Cl)c2)CC1 | 1.6 | 1.7
CCOc1ccc(CNC(=S)NCc2ccc(OCC)cc2)cc1 | 5.1 | 2.2
NC(=O)c1nsnc1-c1ccccc1O | 3.1 | 10.6
CC(C)c1nn2c(=O)cc(O)nc2s1 | 8.7 | -9.3
Cc1ccccc1Nc1nc(=O)c2cc([N+](=O)[O-])ccc2s1 | -7.2 | 15.5
COc1ccc(/C=C2/N=C(SC3CCOC3=O)N(c3cccc(OC)c3)C2=O)cc1 (centres undefined) | 14.2 | 2.3
CCCCNC(=O)CNC(=S)N(Cc1cc(OC)c(OC)c(OC)c1)C1CCCC1 | -0.8 | -14.5
Cc1cccc(/C(N)=N/OC(=O)c2ccc3c(c2)OCO3)c1 | -5.9 | -6.4
C=CCNC(=O)c1cc2c(=O)n3cc(C)ccc3nc2nc1NCC1CCCO1 (centres undefined) | 2.5 | 5.2
Cc1cccc(Nc2nnc(SCC(=O)N(C)C3CCS(=O)(=O)C3)s2)c1C (centres undefined) | 5.8 | 0.0
O=C1c2cccc3cccc(c23)C(=O)N1CCN1CCN(C(=S)Nc2ccc(Cl)cc2)CC1 | -1.8 | 11.7
O=C(/C=C/c1ccc(S(=O)(=O)N2CCOCC2)cc1)NCc1ccccc1 | -1.2 | -9.3
O=C(COC(=O)c1cc2c(s1)CCCC2)NCc1ccccc1Cl | -0.1 | 0.2
